AmpC inh detg – qHTS Inhibitors of AmpC Beta-Lactamase (assay with detergent); P00811; AmpC hydrolysis of nitrocefin, absorbance 480 nm, 0.01% Triton; Potency, µM (highest dose often 114 µM), for the others: at the top dose activity change, negative = inhibition, most hits filed as inhibitors; 370,000 tested, 0.041% active;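 note: potency is the fitted concentration of half-maximal effect; 0% = no-compound wells and -100% = no-enzyme wells; nearly all actives have a fitted effect of over 25% in size; some results filed as inactive show a strong effect at the top dose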
Target sequence (P00811 whole entry, looked up): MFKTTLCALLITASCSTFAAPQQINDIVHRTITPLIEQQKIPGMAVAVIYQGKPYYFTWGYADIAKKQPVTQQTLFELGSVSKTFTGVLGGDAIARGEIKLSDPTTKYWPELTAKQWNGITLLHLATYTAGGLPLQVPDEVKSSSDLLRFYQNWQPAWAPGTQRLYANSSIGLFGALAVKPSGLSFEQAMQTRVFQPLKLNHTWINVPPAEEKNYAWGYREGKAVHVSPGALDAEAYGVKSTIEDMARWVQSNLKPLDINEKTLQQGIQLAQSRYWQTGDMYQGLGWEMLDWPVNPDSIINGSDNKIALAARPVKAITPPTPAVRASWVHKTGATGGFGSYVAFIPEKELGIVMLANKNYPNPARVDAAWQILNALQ
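20 mM phosphate pH 7.0 + 0.01% (detergent screen) or 0.0001% Triton X-100; 5.3 nM AmpC reagent; cpd preinc 15 min RT; nitrocefin (800 uM stock) to start; A480 q20 s × 4 min; Activity was normalised to no-enzyme and no-compound control wells.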
HCV inh – qHTS Assay for Inhibitors of Hepatitis C Virus (HCV). Huh7.5.1 HCVcc-Cre infection, luciferase reporter, 44 h. Potency, µM (highest dose often 41.8 µM), inactives show at the top dose activity change, negative = inhibition, actives largely listed as inhibitors. 340,000 tested, 3.4% active. AID 651820, 2012; note: potency is the fitted concentration of half-maximal effect
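Infectious HCV cell culture screen: compound-treated cells (1,000/well, pre-plated 4 h) are infected with HCVcc-Cre at roughly 0.5 moi and grown 44 h. Infection is quantified by luciferase signal after 15 min substrate incubation at room temperature.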
Giardia FBPA inh – qHTS Assay for Inhibitors of Fructose-1,6-bisphosphate Aldolase from Giardia Lamblia | A8B2U2 | purified Giardia FBPA | Potency, µM (titrated, usually from 59.6 µM), without a hit: top-dose activity, negative = inhibition, most hits filed as inhibitors | 290,000 tested, 0.71% active | AID 2451, 2010; note: potency is the fitted concentration of half-maximal effect; nearly all actives have a fitted effect of over 55% in size
Target sequence (A8B2U2 whole entry, looked up): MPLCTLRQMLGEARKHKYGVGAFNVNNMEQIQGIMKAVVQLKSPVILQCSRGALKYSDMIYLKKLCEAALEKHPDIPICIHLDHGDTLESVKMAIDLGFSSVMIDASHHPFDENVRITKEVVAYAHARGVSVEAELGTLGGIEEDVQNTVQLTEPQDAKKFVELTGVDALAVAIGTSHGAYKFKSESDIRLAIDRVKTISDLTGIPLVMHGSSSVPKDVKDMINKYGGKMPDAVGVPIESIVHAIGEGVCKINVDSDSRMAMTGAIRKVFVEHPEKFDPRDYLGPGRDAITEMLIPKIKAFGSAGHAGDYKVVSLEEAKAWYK
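Giardia FBPA (40 nM reagent) was preincubated 10 min at RT with compound (up to 57.5 uM final), then substrate plus GAPDH/TPI/NAD/arsenate coupling system with diaphorase/resazurin was added; resorufin fluorescence (525/598 nm) was read after 20 min.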
Sm TGR inh – qHTS Assay for the Inhibitors of Schistosoma Mansoni Peroxiredoxins; AID 485364, 2010; Potency, µM (top dose mostly 114 µM), inactives show at the highest dose activity change, negative = inhibition, hits mostly inhibitors; purified TGR, DTNB reduction, TNB absorbance 405 nm; 360,000 tested, 3% active; note: potency is the fitted concentration of half-maximal effect; nearly all actives have a fitted effect of over 60% in size
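First, TGR (20 nM dispensed) and NADPH were mixed with compound. Second, a 15 min room-temperature incubation followed. Third, further NADPH and then DTNB were added to start the reaction. Finally, TNB absorbance was monitored kinetically.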
AmpC inh no detg – qHTS Inhibitors of AmpC Beta-Lactamase (assay without detergent) | P00811 | AmpC nitrocefin hydrolysis, absorbance 480 nm, 0.0001% Triton | Potency, µM (doses to about 57.1 µM), inactives show top-dose activity change, negative = inhibition, most hits filed as inhibitors | 330,000 tested, 0.52% active | AID 485341, 2010;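 note: potency is the fitted concentration of half-maximal effect; plate controls were no compound for no effect and no enzyme for full effect; nearly all actives have a fitted effect of over 20% in size; some results filed as inactive show a strong effect at the top dose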
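20 mM phosphate pH 7.0 + 0.01% (detergent screen) or 0.0001% Triton X-100; 5.3 nM AmpC reagent; cpd preinc 15 min RT; nitrocefin (800 uM stock) to start; A480 q20 s × 4 min; Activity was normalised to no-enzyme and no-compound control wells.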
HCMV antiviral – qHTS Assay for inhibitors of the human cytomegalovirus (HCMV) | HFF cells, HCMV-luciferase reporter, 72 h; hits give low values | activity change, negative = inhibition, % at 57.5 µM | 410,000 tested, 4.5% active | AID 1259415, 2018; in the data active = activity change below about -60%; inconclusive = no clear call, values can overlap the other calls; inactive = above about -39%
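Inhibition of viral replication was scored as loss of reporter luminescence in HFFs infected with HCMV-luciferase (MOI 1 PFU/cell) for 72 h; compounds tested at 2 doses, normalized to buffer and Salinomycin controls.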
Active calls of the source: *; u = inconclusive; x = no result given; & = joins results of further samples; [ ] = another dose, or the depositor's remark. Unless noted, calls come from the whole dose curve; as a rule, active = well fitted curve in the direction sought with a large enough effect; inconclusive = small, poorly fitted or top-dose-only effect, or another doubt; inactive = no such curve, though single readings can be large; an effect the other way counts as inactive or inconclusive. Unless noted, % is set by controls: 0 for no effect and ±100 for the full control effect.

(1) Cc1cc(Br)ccc1SCC(=O)OCC(=O)Nc1ccccc1C#N
(2) CC(=O)c1ccc(NC(=S)NCCc2ccccn2)cc1
(3) O=C(Cn1cnc2c(nnn2Cc2ccc(F)cc2)c1=O)Nc1ccc2c(c1)OCCO2
(4) CC1=C(c2ccc(C)c(C)c2)S(=O)(=O)NC1=NCc1ccccc1Cl
(5) O=C(CCc1nc(-c2ccc(Cl)cc2)no1)NC1CCCC1
(6) CCOc1ccccc1C(=O)NC(C)c1ccc(-n2ccnc2)cc1 (stereo not drawn)
entry no. | 1 | 2 | 3 | 4 | 5 | 6
AmpC inh detg | -4% | 0% | -1% | 0% | u | 2%
HCV inh | 10% | 18% | 4% | x | 6% | u
Giardia FBPA inh | 2% | 1% | 0% | x | -12% | -8%
Sm TGR inh | -12% | 5% | -2% | 1% | 0% | u
AmpC inh no detg | -28% | -17% | -20% | x | -9% | -3%
HCMV antiviral | 3 | -32 | -7 | -23 | 13 | -37

(7) COc1cc(OC)c(NC(=O)Cn2cccc2)cc1Cl
(8) Cc1ccccc1OCC(O)Cn1c(NCc2ccco2)nc2c1c(=O)[nH]c(=O)n2C (stereo not drawn)
(9) CCC(=O)Nc1ccccc1-c1nc2ccccc2n(CC(=O)c2ccc(C)c(C)c2)c1=O
(10) CCOc1ccc2oc(=O)cc(CN3CCN(C(=O)c4cccc(F)c4)CC3)c2c1
(11) Cc1ccc(OCCC(=O)N2CCN(c3ccc(O)cc3)CC2)cc1
(12) Cc1ccccc1C(=O)NC(=S)Nc1ccccc1C(=O)O
entry no. | 7 | 8 | 9 | 10 | 11 | 12
AmpC inh detg | u | -4% | -3% | -3% | 6% | -2%
HCV inh | -8% | -9% | x | x | u | 27%
Giardia FBPA inh | 2% | 0% | x | x | -16% | -5%
Sm TGR inh | -19% | 18% | -10% | -17% | u | 31%
AmpC inh no detg | -25% | -3% | x | x | 8% | -12%
HCMV antiviral | -17 | -21 | -5 | -29 | u | 46

(13) Cc1ccc(-c2nnc(SCc3nc4ccccc4[nH]3)n2Cc2ccco2)cc1
(14) CCOC(=O)c1sc(Nc2nc3cc4c(cc3s2)OCO4)cc1C
(15) CSc1nc(=S)n(Cc2ccccc2)c(C)c1C(C)=O
(16) Cc1cc(C)nc(N(C#N)CC(=O)N(c2ccccc2)C(C)C)n1
(17) O=C(Cc1ccccc1)NCC(=O)Nc1cccc(Cl)c1
(18) COc1cc2c(cc1OC)C(COc1ccccc1OC)N(C(=O)COc1ccc(Cl)cc1)CC2 (stereo not drawn)
entry no. | 13 | 14 | 15 | 16 | 17 | 18
AmpC inh detg | -4% | -5% | -15% | 2% | 1% | 7%
HCV inh | -23% | u | -4% | -2% | 11% | x
Giardia FBPA inh | -1% | -11% | -9% | 3% | 3% | x
Sm TGR inh | -15% | -24% | 32% | 7% | 0% | 6%
AmpC inh no detg | -21% | -51% | -6% | 17% | -20% | x
HCMV antiviral | -17 | -40 | 33 | 9 | -22 | -11

(19) Cc1ccc(S(=O)(=O)N2CC(O)CC2C(=O)OCc2nc3sc(C)c(C)c3c(=O)[nH]2)cc1 (stereo not drawn)
(20) CC1CC(C)CN(S(=O)(=O)c2ccc3c(c2)C(C)(C)C(=O)N3C)C1 (stereo not drawn)
(21) CCCn1nnnc1NCc1ccc(Cl)cc1Cl
(22) CCN(CC)C(=O)c1ccc(NC(=O)Cn2nc(C)c3ccccc3c2=O)cc1
(23) O=C(Cn1cnc2c(nnn2-c2ccccc2)c1=O)NCCc1ccccc1
(24) O=C(NCCCn1ccnc1)c1ccc2ccccc2c1
entry no. | 19 | 20 | 21 | 22 | 23 | 24
AmpC inh detg | -5% | 5% | 3% | u | u | 3%
HCV inh | 6% | 3% | 0% | 12% | -20% | 17%
Giardia FBPA inh | -8% | x | -2% | -8% | 3% | x
Sm TGR inh | -19% | -20% | 3% | -1% | 0% | -15%
AmpC inh no detg | 10% | 39% | -9% | -18% | -10% | -8%
HCMV antiviral | -26 | -7 | -1 | -2 | u | 29

(25) COc1ccccc1-c1cc(C(=O)N/N=C\c2cnn(C)c2C)c2ccccc2n1
(26) O=C(c1c(F)cccc1F)N(Cc1ccccn1)C1CCCC1
(27) COc1ccc(N2C(=O)CN=C2Nc2nc(C)cc(C)n2)cc1
(28) CCOC(=O)C1CCN(C(=O)Cn2cc3c(n2)CCC(C)C3)CC1 (stereo not drawn)
(29) COc1ccc(-c2ccc(CCC(=O)O)n2CC(=O)Nc2cccc(C(F)(F)F)c2)cc1
(30) Cc1ccc(N(CC(=O)Nc2c(C)n(C)n(-c3ccccc3)c2=O)S(C)(=O)=O)c(C)c1
entry no. | 25 | 26 | 27 | 28 | 29 | 30
AmpC inh detg | -4% | 0% | -12% | -15% | -5% | 8%
HCV inh | 23% | -5% | 6% | 1% | x | 13%
Giardia FBPA inh | 10% | -4% | -15% | 1% | x | 0%
Sm TGR inh | 5% | -1% | -2% | -9% | -32% | x
AmpC inh no detg | 143%[activator] | 1% | -6% | 3% | x | -4%
HCMV antiviral | 56 | -28 | 5 | -5 | -1 | 16

(31) Cc1ccc2c(c1)S/C(=C\c1cccc[n+]1C)N2CCO
(32) CCOC(=O)N1CCN(C2=C(NS(=O)(=O)c3ccc(C)cc3)C(=O)c3ccccc3C2=O)CC1
(33) O=C(c1cc2cc(Br)ccc2s1)N1CCOCC1
(34) Cc1ccc(N(Cc2cccs2)C(=O)c2ccc(Br)o2)cc1
(35) Cc1ccc(OCC(=O)N2CCC(N3CC(C)CC(C)C3)CC2)cc1 (stereo not drawn)
(36) CNC(=S)NNC(=O)c1cccc(C(F)(F)F)c1
entry no. | 31 | 32 | 33 | 34 | 35 | 36
AmpC inh detg | 1% | -1% | -11% | 22% | 1% | 4%
HCV inh | u | 9% | -1% | x | 23% | 2%
Giardia FBPA inh | 4% | x | 0% | x | x | u
Sm TGR inh | 0% | u | 0% | 5% | 0% | 4%
AmpC inh no detg | -11% | 42% | -6% | x | -12% | -16%
HCMV antiviral | -97* | u | -28 | 23 | u | -22

From no. 35 up to 36, as listed above:
(35) Cc1ccc(OCC(=O)N2CCC(N3CC(C)CC(C)C3)CC2)cc1 (stereo not drawn)
(36) CNC(=S)NNC(=O)c1cccc(C(F)(F)F)c1
entry no. | 35 | 36
AmpC inh detg | 1% | 4%
HCV inh | 23% | 2%
Giardia FBPA inh | x | u
Sm TGR inh | 0% | 4%
AmpC inh no detg | -12% | -16%
HCMV antiviral | u | -22

The list goes on.
(37) CCOc1ccc2nc(SCC(=O)NCc3ccco3)sc2c1
(38) O=C(c1ccc(CS(=O)Cc2cccc(Cl)c2)o1)N1CCN(C2CCCCC2)CC1 (stereo not drawn)
(39) COc1ccc(CCNC(=O)c2cc(-c3ccccc3O)n[nH]2)cc1OC
(40) O=C(c1ccc(F)cc1)N1CCN(C2=NS(=O)(=O)c3ccccc32)CC1
(41) Cc1cc(=O)n2[nH]c(C)c(-c3ccccc3)c2n1
(42) COc1ccc(N2CCN(C(=O)COC(=O)c3cnccn3)CC2)cc1
entry no. | 37 | 38 | 39 | 40 | 41 | 42
AmpC inh detg | -9% | -4% | u | -8% | -22% | -14%
HCV inh | u | -9% | 9% | 13% | 23% | -2%
Giardia FBPA inh | 2% | -4% | 12% | 15% | 3% | x
Sm TGR inh | -32% | -28% | -12% | 2% | 8% | u
AmpC inh no detg | -16% | 1% | -40% | -5% | -4% | -7%
HCMV antiviral | -7 | -22 | u | -6 | -1 | -23

(43) O=C(Cc1cccc([N+](=O)[O-])c1)Nc1ccc(C(=O)N2CCOCC2)cc1
(44) O=C(N/N=C/c1cccnc1)c1ccc(NC(=O)c2cccc(Cl)c2)cc1
(45) CC(C)c1ccc(NC(=O)Cn2cccc2C2=NC(c3ccccc3)CO2)cc1 (stereo not drawn)
(46) O=C(NCCc1ccccc1)C(=O)NCC(c1ccc2c(c1)OCO2)N1CCOCC1 (stereo not drawn)
(47) O=S(=O)(NCc1ccccc1)c1ccc(-c2cnc(C3CC3)o2)cc1
(48) O=C(Nc1nnc(-c2ccccn2)o1)c1cccc(Cl)c1
entry no. | 43 | 44 | 45 | 46 | 47 | 48
AmpC inh detg | x | -19% | 1% | 2% | -1%&18% | -3%
HCV inh | 12% | -29% | -23% | x | u | -3%
Giardia FBPA inh | x | 8% | 1% | x | x | u
Sm TGR inh | x | -17% | -2% | 1% | 3%&5% | 20%
AmpC inh no detg | -16% | -12% | -29% | x | -56% | -25%
HCMV antiviral | -18 | u | -23 | 0 | 7&-39 | 17

(49) Cc1cnc(C(=O)OCC(=O)NC2CCCCCCC2)cn1
(50) O=C(COC(=O)/C=C/c1cccc(Br)c1)NCCC1=CCCCC1
(51) CC1CCN(CCCNC(=O)CN2CCN(Cc3ccc(Cl)cc3)C2=O)CC1
(52) CSc1c(SCc2ccccc2)cnn(-c2ccccc2)c1=O
(53) O=C(NCCn1cccn1)C1CCC(=O)N(CC2CCCCC2)C1 (stereo not drawn)
(54) COc1cc(OC)cc(C(=O)NC2CCN(CC(=O)Nc3cccc4ccccc34)CC2)c1
(55) CC1CCC(NC(=O)COC(=O)c2ccco2)CC1 (stereo not drawn)
(56) O=C1CN(C(=O)NCC(=O)N[C@H](C(=O)O)c2ccccc2)c2ccccc2N1
(57) CCOC(=O)C1CCN(C(=O)c2ccccc2NC(=O)C2=C(C)OCCS2)CC1
entry no. | 49 | 50 | 51 | 52 | 53 | 54 | 55 | 56 | 57
AmpC inh detg | 5% | -3% | u | -5% | -9% | -4% | -1% | -5% | 2%
HCV inh | -4% | 30%[activator] | 3%[8.37 µM] | -14% | 8% | -15% | 7% | 6% | 17%
Giardia FBPA inh | -3% | 1% | 2% | -1% | x | -4% | x | -2% | x
Sm TGR inh | -2% | -4% | -9% | -1% | -1% | -3% | -16% | -12% | -14%
AmpC inh no detg | -2% | -13% | 34% | -21% | -2% | 74%[activator] | -14% | -6% | 1%
HCMV antiviral | -33 | -19 | u | 4 | -7 | 21 | -6 | -39 | 14

An excerpt of these results, with values under each structure:
Each structure is followed by: AmpC inh detg	HCV inh	Giardia FBPA inh	Sm TGR inh	AmpC inh no detg	HCMV antiviral
50) O=C(COC(=O)/C=C/c1cccc(Br)c1)NCCC1=CCCCC1
 : -3%	30%[activator]	1%	-4%	-13%	-19
51) CC1CCN(CCCNC(=O)CN2CCN(Cc3ccc(Cl)cc3)C2=O)CC1
 : u	3%[8.37 µM]	2%	-9%	34%	u
52) CSc1c(SCc2ccccc2)cnn(-c2ccccc2)c1=O
 : -5%	-14%	-1%	-1%	-21%	4

Part of the list above with just Sm TGR inh and HCMV antiviral:
entry | Molecule | Sm TGR inh | HCMV antiviral
49 | Cc1cnc(C(=O)OCC(=O)NC2CCCCCCC2)cn1 | -2% | -33
52 | CSc1c(SCc2ccccc2)cnn(-c2ccccc2)c1=O | -1% | 4
